Screening results deposited in PubChem by several laboratories.
p-CIP stab down: p/CIP-EGFP fusion destabilizers, primary screen, fluorescence, F442A cells. hit rate 0.01% among 290,000. 16 h. decrease of EGFP signal, % at 10 µM. AID 1984, 2009. Q05BA5;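 active = EGFP signal decrease of at least 30% at 10 µM or well 3 SD below plate mean, unless failing retest; inactive = the rest, including hits failing retest or dose response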; also: some compounds called inactive have numbers as strong as hits; many of its hits are not listed in these tables
Target sequence (Q05BA5 1-1403): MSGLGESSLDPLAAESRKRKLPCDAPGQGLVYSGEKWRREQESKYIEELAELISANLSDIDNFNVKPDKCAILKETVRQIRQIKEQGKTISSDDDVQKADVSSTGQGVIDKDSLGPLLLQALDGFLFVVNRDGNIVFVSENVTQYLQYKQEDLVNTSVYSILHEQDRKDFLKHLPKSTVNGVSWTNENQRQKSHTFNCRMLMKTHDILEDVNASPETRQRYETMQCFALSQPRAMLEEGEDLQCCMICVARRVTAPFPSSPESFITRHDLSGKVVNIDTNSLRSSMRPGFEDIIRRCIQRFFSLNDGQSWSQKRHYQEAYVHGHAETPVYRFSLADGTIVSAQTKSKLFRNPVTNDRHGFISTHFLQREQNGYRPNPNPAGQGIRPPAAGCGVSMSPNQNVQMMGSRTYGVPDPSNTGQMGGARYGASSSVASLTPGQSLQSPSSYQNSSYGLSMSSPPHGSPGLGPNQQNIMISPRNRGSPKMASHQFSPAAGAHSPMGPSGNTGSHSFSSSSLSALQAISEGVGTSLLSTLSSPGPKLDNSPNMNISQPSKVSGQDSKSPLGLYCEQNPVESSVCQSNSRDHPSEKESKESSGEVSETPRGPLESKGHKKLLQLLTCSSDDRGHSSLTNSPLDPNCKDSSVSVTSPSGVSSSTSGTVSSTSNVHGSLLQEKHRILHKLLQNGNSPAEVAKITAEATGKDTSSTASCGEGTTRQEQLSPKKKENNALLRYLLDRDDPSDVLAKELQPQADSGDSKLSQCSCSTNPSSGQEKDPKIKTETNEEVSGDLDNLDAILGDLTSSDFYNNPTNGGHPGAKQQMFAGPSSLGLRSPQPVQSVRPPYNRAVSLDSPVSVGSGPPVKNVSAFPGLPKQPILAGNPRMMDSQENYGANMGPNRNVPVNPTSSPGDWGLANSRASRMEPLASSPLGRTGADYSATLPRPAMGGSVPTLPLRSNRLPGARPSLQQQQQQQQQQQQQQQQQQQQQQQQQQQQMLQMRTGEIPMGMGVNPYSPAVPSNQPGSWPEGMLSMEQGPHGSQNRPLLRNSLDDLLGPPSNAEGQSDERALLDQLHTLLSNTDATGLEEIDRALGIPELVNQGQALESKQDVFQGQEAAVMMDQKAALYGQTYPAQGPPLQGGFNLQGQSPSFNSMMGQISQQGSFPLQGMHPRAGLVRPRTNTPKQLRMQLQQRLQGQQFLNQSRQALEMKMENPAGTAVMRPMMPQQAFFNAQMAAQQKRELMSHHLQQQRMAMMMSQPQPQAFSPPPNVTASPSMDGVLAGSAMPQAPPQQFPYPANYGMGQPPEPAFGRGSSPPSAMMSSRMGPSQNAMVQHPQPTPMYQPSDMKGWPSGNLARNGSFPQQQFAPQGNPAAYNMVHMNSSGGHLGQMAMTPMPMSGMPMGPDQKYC
UBC9 SUMO inh: inhibitors of in vitro SUMOylation cascade, primary screen, biochemical, HTRF, uHTS | SUMO-conjugating enzyme UBC9 (Homo sapiens), P63279 | inhibition, % at 35 µM | HTRF SUMOylation assay, SAE1/SAE2 + UBC9 | hit rate 0.36% among 290,000; in the data active = inhibition above about 50%, passing the limit was not always enough; also: strong numbers were not always called active
PHOSPHO1 block: PubChem AID 1565; hit rate 1.1% among 290,000; inhibition, % at 13.3 µM; recombinant PHOSPHO1, absorbance phosphatase assay; Phosphoethanolamine/phosphocholine phosphatase (Homo sapiens), Q8TCT1; in the data active = inhibition above about 60%
NS3 helicase inh: inhibitors of HCV NS3 helicase, primary screen, biochemical, Cy5 molecular beacon fluorescence; inhibition, % at 10.9 µM; NS3 helicase DNA unwinding; AID 1800, 2009; hit rate 0.56% among 290,000; Hepatitis C virus NS3 helicase;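 active = inhibition above the mean of all tested compounds plus 3 SD, set per campaign, cut at about 35% in these data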;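 also: 0% = DMSO wells and 100% = thioflavine S control wells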
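System: NS3 helicase fragment of HCV / Schedule: 1 h at 25 °C / Control set: DMSO alone as 0% and 110 µM thioflavine S as 100% / Reagent: Cy5/quencher beacon DNA duplex and ATP to start / Technique: Cy5 fluorescence / Replication: singlicate / Evaluation: % inhibition of end-to-start signal ratio versus controls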
MEKK3 PB1 HTS: modulators of MEKK3-MEK5 PB1 binding, primary screen, biochemical, wildtype MEKK3, multiplex bead flow cytometry, Alexa488-MEK5. bead-based flow cytometry, Alexa488-MEK5 binding to MEKK3; actives lie on both sides; 0 = blocked by unlabeled MEK5, 100 = vehicle. binding response (% of control), % at 10 µM. hit rate 1.4% among 290,000. AID 1529, 2009;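 active = binding response more than 3 SD above or below the average of its plate-row segment, actives on both sides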;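 also: Alexa488 bead fluorescence after subtracting the streptavidin-only scavenger bead signal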
IMP-1 inh: IMP-1 metallo-beta-lactamase inhibitors, primary screen, biochemical, epi-absorbance readout, Pseudomonas aeruginosa enzyme | purified IMP-1, nitrocefin hydrolysis, epi-absorbance fluorescence | metallo-beta-lactamase IMP-1 (Pseudomonas aeruginosa) | hit rate 0.45% among 290,000 | inhibition, % at 5.6 µM;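 active = inhibition above the mean plus 3 SD of all compounds in the same screening run, cut at about 4.5% in these data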;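 also: 0% = IMP-1 with DMSO and 100% = DMSO wells lacking enzyme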
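System: Purified recombinant IMP-1 metallo-beta-lactamase enzyme | Measured by: Fluorescence quenching readout, ex 480/em 530 nm | Replication: Singlicate | Incubation: 15 min preincubation plus 25 min reaction at 25 °C | Evaluation: Percent inhibition from optical density relative to buffer-blank wells | Benchmarks: DMSO with and without IMP-1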
IDE cell activ: human IDE activators in live cells, primary screen, fluorescence polarization, HEK cells, FAbeta-B substrate; activation, % at 5.96 µM; Insulin-degrading enzyme (Homo sapiens), P14735; FAbeta-B cleavage; 0% vehicle, 100% cell-free pure enzyme wells; hit rate 0.073% among 340,000;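 active = activation above the mean of all tested compounds plus 3 SD, set per screening campaign, cut at about 17% in these data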
VIM-2 inh: VIM-2 metallo-beta-lactamase inhibitors, primary screen, biochemical, epi-absorbance readout, Pseudomonas aeruginosa enzyme. purified VIM-2, nitrocefin hydrolysis, epi-absorbance fluorescence. inhibition, % at 5.6 µM. hit rate 0.89% among 290,000. AID 1527, 2009;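 active = inhibition above the mean of all tested compounds plus 3 SD, cutoff set per screening run, cut at about 7.5% in these data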;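 also: red hydrolysis product quenches plate fluorescence so inhibitors raise well fluorescence; 0% = enzyme with DMSO and 100% = DMSO without enzyme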
FID counter: compounds displacing fluorescent DNA intercalator, primary screen, artefact control for HCV NS3 helicase inhibitor project, biochemical, FID fluorescence | inhibition, % at 7.9 µM | hit rate 0.17% among 290,000 | DNA fluorescent intercalator displacement; in the data active = inhibition above about 37%;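 also: 0% = vehicle and 100% = reference compound; higher means more ethidium bromide displaced from hairpin DNA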
Active calls of the source: *; . = not tested or not shown; [ ] = remark or other dose. A portion of the library; count on the stated rates, not on these rows.

compound,VIM-2 inh,UBC9 SUMO inh,PHOSPHO1 block,p-CIP stab down,IMP-1 inh,MEKK3 PB1 HTS,FID counter,IDE cell activ,NS3 helicase inh
COc1ccc(N2CCN(C(=O)CSc3nnc(-c4cccnc4)n3-c3ccc(F)cc3)CC2)cc1,0.1,-4,-14,2,-4.4,96,-40,-16,-5
O=C1CC(N2CCOCC2)C(=O)N1c1ccc2c(c1)OCO2 (configuration not stated),-2.8,9,-24,-8,-1.9,103,-2,3,-1
CSc1ccccc1C(=O)Nc1ccc(C)cc1C,-2.7,-1,30,3,-1.7,99,-3,-1,6
CC(=O)Nc1sc(N/N=C\c2ccccc2F)nc1-c1cccs1,-4.3,2,-6,3,-3.5,100,2,0,-5
O=C(O)Cc1nc(-c2cccnc2)sc1-c1ccc(Br)cc1,0.7,12,32,-10,-0.9,103,-17,-4,4
O=C(CCc1ccccc1O)N/N=C/c1ccc(Sc2cccc3cccnc23)o1,-4.3,-14,98*,-1,-2.9,93,-9,-2,-1
O=C(COC(=O)Cc1c[nH]c2ccccc12)Nc1cccc2ccccc12,-1.2,-20,-7,2,-2.1,105,-16,2,3
CCn1c2ccccc2c2cc(NC(=O)COC(=O)Cc3cn4ccsc4n3)ccc21,-1.1,10,-25,3,-2.6,102,-7,0,16
CC1CCCN(C(=O)C2(NC(=O)Nc3cccc(F)c3)CCCCC2)C1 (configuration not stated),-0.1,-3,-20,9,-0.4,107,9,3,-4
Cc1cccc(C(=O)N[C@H](C(=O)Nc2ccc(C)c(S(=O)(=O)N(C)C)c2)C(C)C)c1,-0.8,5,11,-2,-1.8,105,-15,-2,-4
c1csc(-c2cn3ccc4ccccc4c3n2)c1,4.1,11,45,-16,-0.5,6.0*[inhibitor],-4,-1,-18
Cc1nn(-c2ccccc2)c(N)c1Sc1ccccc1[N+](=O)[O-],-1.1,7,-6,-5,-4.2,123,2,1,-8
CN(C)c1cccc(C(=O)NCc2ccccc2)c1,-1.4,8,40,-3,-3.7,96,-7,-1,-6
COc1ccc(S(=O)(=O)N2CCOC2CNC(=O)C(=O)NCC(C)C)cc1 (configuration not stated),-3.7,4,38,12,-4.8,101,-17,-1,1
O=S(=O)(Nc1ccc2cn[nH]c2c1)c1ccccc1,-3.3,-9,36,2,-2.1,104,-1,-1,3
O=[N+]([O-])c1ccc(Sc2n[nH]c(-c3ccco3)n2)nc1,-3.5,5,45,0,-3.4,95,14,3,2
CCOc1ccc(-c2c[n+]3c(n2-c2ccccc2)CCCCC3)cc1,-1.1,6,-15,42,-0.2,98,10,2,-23
CCC1=C(OC(=O)N(CC)CC)N2C(=O)OC(=NCC(=O)OC)[C@]2(C)[C@H]2C1=CC[C@H]1C(=O)N(C)C(=O)[C@H]12,.,19,40,3,.,112,.,-1,.
Cc1ccccc1-c1nc(CS(=O)CC(=O)NCCN2CCOCC2)c(C)o1 (configuration not stated),-2.5,-9,-1,1,-2.5,103,-6,0,12
N#Cc1ccccc1OCC(=O)Nc1ccc2c(c1)OCCCO2,-0.8,7,12,-20,-1.2,97,-21,1,16
COC(=O)CCC(=O)c1oc2ccccc2c1N,-0.6,26,-4,-6,-2.7,101,-2,10,3
COCCNC(=O)CCc1c(C)nc2c(-c3ccc(F)cc3)c(C)nn2c1C,2.2,3,-4,-1,-2.1,109,-20,4,-1
COCCNc1nnc(SCC(=O)NC(=O)c2ccccc2OC)s1,-1.9,8,28,-11,-1.2,110,-10,2,-2
O=C1c2ccccc2C(Nc2ccc(F)c(Cl)c2)N1Cc1ccco1 (configuration not stated),-5.2,-9,-9,-4,-4.1,114,-17,-11,1
Cc1ccn2c(CN3CCOCC3)c(-c3ccccc3)nc2c1,-0.6,7,6,-4,-1.3,101,-2,-2,-1
O=C(c1ccco1)N1CCCN(Cc2nc(-c3ccc4c(c3)OCO4)no2)CC1,-1.8,14,31,-2,-2.9,94,-20,3,-5
COc1ccc(CCN(Cc2ccccn2)C(=S)Nc2ccccc2C)cc1OC,-1.0,22,1,-11,-4.3,94,-17,4,2
O=c1o[nH]c(-c2ccccc2)c1N=Nc1c(F)cccc1Cl,-3.3,3,42,-10,-3.6,92,1,3,8
O=C(CN(C(=O)CSc1nnc(COc2ccccc2)o1)c1ccc(F)cc1)NC1CCCC1,-4.5,6,18,-16,-3.9,95,0,-1,11
CCOc1ccc(N(CC(=O)NCCc2ccc(Cl)cc2)S(=O)(=O)c2c(C)[nH]c(=O)[nH]c2=O)cc1,1.5,6,-10,-2,-1.3,89,-52,-4,0
Cc1ccc2oc(=O)cc(CN3CCOCC3)c2c1,-3.1,17,14,9,-0.2,97,-14,-4,12
CC(=O)c1cccc(NC(=O)C2C3C=CC(C3)C2C(=O)O)c1 (configuration not stated),-2.9,-1,5,6,-3.5,99,9,0,-1
Cc1ccc(C(=O)c2cc3ccccc3o2)cc1,-0.4,2,33,-6,-0.7,100,-1,6,-1
CCN1C(=O)C(CC(=O)Nc2ccc(OC)cc2)N(CCc2ccc(F)cc2)C1=S (configuration not stated),0.4,-2,43,-1,-0.2,82,-14,1,-28
CN1CCN(c2ccccc2NC(=O)c2sc3ccccc3c2Cl)CC1,16*,12,25,0,-2.3,108,13,5,-38
CCN(CC)CCCNC(=S)N1CCC(c2nc3ccccc3[nH]2)CC1,-0.7,10,8,-9,-2.8,104,9,6,-5
C=CCn1c(C(O)c2ccccc2)nc2ccccc21 (configuration not stated),0.2,-4,18,-3,-1.8,105,-8,6,5
CC(=O)c1cccc(NC(=S)NNC(=O)c2ccco2)c1,-1.9,-64,-72,-4,-2.1,97,-4,-2,-10
O=C(NCc1ccncc1)C(=O)NCC(c1ccco1)N1CCN(c2ccc(F)cc2)CC1 (configuration not stated),-1.9,-3,-4,-25,-1.4,101,-19,3,1
CC(C)(C)C(=O)N1CCN(c2ccc([N+](=O)[O-])c(NCC3CCCO3)c2)CC1 (configuration not stated),-1.1,-5,24,-10,-1.0,96,-26,5,4
CCOC(=O)CC(=O)CSc1ncnc2c1cnn2-c1ccccc1,-2.5,9,25,-12,-3.0,84,-8,-3,17
CCOCc1cnc(C)nc1NCC(=O)c1c(C)[nH]c2ccc(OC)cc12,-0.3,-8,64*,-6,-2.6,83,4,-5,2
CC1=NCCN1S(=O)(=O)c1cc(Cl)ccc1Cl,-2.7,-2,22,11,-1.2,101,1,6,-4
CC(=O)N1CCN(c2ccc(Oc3ncnc4sccc34)cc2)CC1,0.5,5,-3,-16,-0.2,98,-16,2,-4
Cc1ccc(C(=O)NCC(=O)NCC(=O)OCC(=O)c2ccc(Br)cc2)cc1,0.5,9,14,-3,1.4,104,-8,-5,4
CN1CCN(c2nc3ccccn3c(=O)c2/C=C(\C#N)S(=O)(=O)c2ccc(Cl)cc2)CC1,-3.7,-3,40,-10,-1.9,103,-5,-3,30
CC1CN(Cc2cc(=O)[nH]c(C(C)C)n2)CC(C)O1 (configuration not stated),-0.3,4,22,-10,-2.0,106,-6,4,-1
COc1cc(/C=N/NC(=O)c2ccncc2)ccc1OC(=O)c1ccco1,-1.6,7,28,1,-2.8,102,-29,-5,2
O=C(/C=C/c1ccccc1[N+](=O)[O-])NCCc1ccc(F)cc1,-0.1,11,11,-8,-2.1,80,4,4,0
Cc1ccc(OCCCCNC2CCCC(C)C2C)c(C)c1 (configuration not stated),-0.1,-20,20,5,-0.8,100,32,7,-49

In the list so far, these have bromine:
compound,VIM-2 inh,UBC9 SUMO inh,PHOSPHO1 block,p-CIP stab down,IMP-1 inh,MEKK3 PB1 HTS,FID counter,IDE cell activ,NS3 helicase inh
O=C(O)Cc1nc(-c2cccnc2)sc1-c1ccc(Br)cc1,0.7,12,32,-10,-0.9,103,-17,-4,4
Cc1ccc(C(=O)NCC(=O)NCC(=O)OCC(=O)c2ccc(Br)cc2)cc1,0.5,9,14,-3,1.4,104,-8,-5,4

More entries.
compound,VIM-2 inh,UBC9 SUMO inh,PHOSPHO1 block,p-CIP stab down,IMP-1 inh,MEKK3 PB1 HTS,FID counter,IDE cell activ,NS3 helicase inh
CCC1CCCCN1CCCNC(=O)CSc1nc2nc(C)c(Cc3ccc(C)cc3)c(C)n2n1 (configuration not stated),-3.0,2,27,-11,-1.1,104,14,2,-32
Cc1coc2cc3oc(=O)c(CCC(=O)NCCCN4CCOCC4)c(C)c3cc12,1.7,14,-34,2,0.1,101,17,2,-12
CCn1cc(/C=C(\NC(=O)c2ccccc2F)C(=O)NCCCn2ccnc2)c2ccccc21,-2.3,13,44,-6,-0.8,103,25,0,-16
Cc1ccc(-c2cc(C(F)(F)F)n3nc(C(=O)N4CCN5CCCC5C4)cc3n2)cc1 (configuration not stated),10*,21,24,-17,-0.4,104,-4,4,-21
CCOCCCNC(=O)CN1C(=O)c2cccc3cccc1c23,-0.4,24,24,-11,0.0,105,-7,2,-1
O=C(NC(=S)Nc1cccc2c(O)cccc12)c1cccc(Br)c1,-2.8,71,-63,-7,-0.7,108,-4,-3,-2
O=C(O)CC(CC(=O)Nc1ccc(F)c(Cl)c1)c1ccc(Cl)cc1Cl (configuration not stated),0.1,6,-6,-11,-0.8,90,-29,12,24
COc1cc2cc(NC(C)=O)cc(NCc3ccccc3)c2cc1OC,0.6,97,-23,-24,1.8,99,-7,1,-1
CC(C)c1cc(C(=O)N/N=C/c2cccnc2)n[nH]1,-4.8,16,-9,0,-2.9,115,-4,2,6
CSc1ccccc1C(=O)N1CCC(n2nccc2NC(=O)C(C)(C)C)CC1,-0.8,16,43,-6,0.7,101,-14,1,3
O=C(NC(=S)N1CCN(c2ccc([N+](=O)[O-])cc2)CC1)c1ccco1,-1.7,14,-11,-3,-3.1,97,2,-1,20
O=C1CSC(=Nc2ccc(Cl)cc2)N1Cc1cccnc1,-2.6,7,-6,-1,-2.2,100,-15,7,-12
O=C(c1cccs1)N(Cc1cccc(F)c1)C1CCS(=O)(=O)C1 (configuration not stated),-0.6,.,-27,-1,-1.4,99,-8,4,-1
Cc1nnc(NC(=O)CSc2nnc(NC(=O)C(C)(C)C)s2)s1,-1.6,11,20,-9,-0.4,99,1,7,-5
CCN(CC)CC(=O)Nc1c(C#N)cnn1-c1ccccc1,0.3,10,46,-4,-0.3,82,-4,.,12
